Autophagy HCS = modulators of autophagy. MEF GFP-LC3 puncta imaging; test concentration mostly 10 µM. calls only at 10 µM (by protocol). hit rate 0.98% among 190,000. AID 463193;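 active = percentage of spot-positive cells more than 3 SD above its plate mean, without a fluorescence outlier flag or 80% toxicity; inconclusive = no clear call, values can overlap the other calls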;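 also: spot-positive cell cutoff set from DMSO-treated cells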
MT stabilizer = microtubule stabilization, imaging screen | AID 2205 | HeLa tubulin immunostaining HCS, 24 h; share of cells brighter than vehicle mean+2SD | % tubulin-high responders, % at 10 µM | hit rate 0.83% among 200,000;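 active = plate Z-score above 3 for both tubulin-high and condensed-nucleus cell shares, with cell loss under 80%, at 10 µM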;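 also: anti alpha tubulin signal scored within the nucleus-defined area of each cell; some results filed as inactive read as strong as hits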
M17LAP inhibition = P. falciparum M17LAP inhibitors, primary screen, biochemical, fluorogenic H-Leu-NHMec substrate, 1536-well (AID 1619) | recombinant M17LAP, H-Leu-NHMec fluorogenic kinetic assay; higher % means a stronger effect | inhibition, % at 30 µM; hits with a dose series show IC50 in µM | hit rate 0.38% among 220,000;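 active = compound inhibiting the enzyme by more than half at any dose during confirmatory dose-response retesting; inconclusive = strong single-dose inhibitors picked by rank but not retested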;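 also: plate controls were full reaction with DMSO carrier for no effect and no enzyme background for full effect; strong numbers were not always called active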
Yfh1-depleted yeast = enhancers of respiration in Yfh1-depleted yeast, dose response, Friedreich's ataxia, plus single-dose screen (AID 1465); fold induction at 50 µM, or EC50 in µM where a hit was titrated; hit rate 0.074% among 220,000; S. cerevisiae Yfh1-off respiration, WST-1 reduction, 72 h; higher fold induction means a stronger effect;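 active = fold induction of absorbance versus untreated yeast above a set limit, then at least 30% activation at any dose in follow-up; inconclusive = repeats straddling the limit, or above it without dose testing; inactive = fold induction below the set limit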;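 also: activators that raise dye reduction in frataxin-depleted yeast; strong numbers were not always called active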
WT yeast gro inh = growth inhibition of WT yeast, mitochondrial fusion screen. hit rate 2.1% among 190,000. AID 1362. inhibition, % at 10 µM. mitochondrial fusion phenotypic screen, WT strain; in the data active = inhibition above about 58%; tested in S. cerevisiae
P. falciparum M1AAP = P. falciparum M1AAP inhibitors, biochemical, fluorogenic H-Leu-NHMec substrate, 1536-well (AID 1445); recombinant M1AAP, H-Leu-NHMec fluorogenic kinetic assay; higher % means a stronger effect; inhibition, % at 30 µM, or IC50 in µM where a hit was titrated; hit rate 0.42% among 220,000;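 active = primary inhibition above the hit cutoff, then over 50% inhibition at one or more dose response concentrations, cut at about 23% in these data, passing the limit was not always enough; inconclusive = conflicting primary data, or primary hits not chosen for dose response; inactive = low primary inhibition, or under 50% at every dose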;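 also: plate controls were DMSO full reaction for no effect and no enzyme background for full effect; strong numbers were not always called active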
T cell HTS = modulates CD8 T cell binding to vesicles | 2C CD8+ T cell-vesicle binding, flow cytometry; active compounds read low | calls only at 7 µM | hit rate 0.068% among 330,000;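 active = response, share of CD8 T cells binding vesicles, and their 90th percentile fluorescence all below set limits, cut at about 80% in these data, passing the limit was not always enough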
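System: murine 2C transgenic CD8+ T lymphocytes; also added: QL9-loaded Drosophila micro-vesicles; times: binding 1.5 h at 37 °C; measured by: flow cytometry, PE anti-B7-1 (FL2) versus Alexa647 anti-CD8 (FL8), PFA-fixed; control set: Peptide-free naked vesicles (low) and QL9 vesicles with 0.7% DMSO vehicle (high)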
Dynein transport = blocks dynein driven cargo transport along microtubules; 3617.4 mouse cells, GR-EGFP nuclear translocation imaging; test concentration mostly 20 µM; stimulated with dexamethasone, 1 µM; active compounds read low; z-score, hits read low; hit rate 0.47% among 220,000;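 active = plate z-score of nuclear minus cytoplasmic receptor signal below a set negative limit, without overly bright fluorescence or cell loss, cut at about -3.5 in these data, passing the limit was not always enough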;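 also: z-score of nuclear minus cytoplasmic ring GR-EGFP intensity difference per well; some compounds called inactive have numbers as strong as hits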
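Schedule: 48 h induction, then 1 h compound, then 30 min agonist, 37 °C. Buffer or medium: tetracycline-free induction medium containing charcoal-stripped FBS. Reagent: 1.0 µM final dexamethasone stimulus. Evaluation: nuclear versus cytoplasmic GR-EGFP signal, averaged per well. Signal: high-content fluorescence imaging after fixation.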
bCat nuc transl = beta-catenin nuclear translocation modulation. HeLa beta-catenin nuclear translocation, immunofluorescence imaging. AID 1665. nuclear translocation activity, % at 5 µM. hit rate 0.3% among 190,000;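 active = nuclear translocation activity above 50% at 5 µM, with a well cell count of 50 or more; inconclusive = wells under 50 cells across six images, flagged as toxic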;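 also: per-cell ratio of nuclear to cytoplasmic median beta-catenin stain intensity; plate controls were DMSO negative control for no effect and GSK-3 inhibitor IX positive control for full effect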
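Read-out: Nuclear/cytoplasmic beta-catenin signal ratio, % activation | Assay system: Human HeLa cell line | Times: 24 h compound exposure at 37°C, 5% CO2 | Signal: Fluorescence imaging of beta-catenin antibody stain plus DAPI | Dosing: 5 µM primary, 0.02–20 µM confirmation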
WT yeast gro inh mutant strain = second read-out of WT yeast gro inh, no call of its own (marks repeat the call); inhibition, %; mitochondrial fusion phenotypic screen, mutant strain inhibition
Dynein transport cytoplasmic EGFP = recorded beside Dynein transport, whose call it bears; z-score; measured here: cytoplasmic GR-EGFP intensity; active compounds read high
Dynein transport nuclear GR-EGFP = further read-out of Dynein transport, marked with its call; z-score; measured here: nuclear GR-EGFP intensity;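 lower value marks the stronger effect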
Dynein transport cell count = second read-out of Dynein transport, no call of its own (marks repeat the call); z-score; measured here: cell count per field
bCat nuc transl cell count 5 µM = further read-out of bCat nuc transl, marked with its call; cell count; measured here: cell count, cytotoxicity flag
T cell HTS vesicle-bound % = second read-out of T cell HTS, no call of its own (marks repeat the call); double positive events, %; measured here: CD8+ vesicle-bound cell fraction;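 binding gate set so that unloaded-vesicle control wells show 10% double positive cells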
MT stabilizer Hoechst-high % = further read-out of MT stabilizer, marked with its call; % Hoechst-high responders; measured here: nuclear condensation Hoechst responders;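 share of cells brighter than vehicle mean plus two SD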
MT stabilizer cytotoxicity % = further read-out of MT stabilizer, marked with its call; toxicity, %; measured here: cytotoxicity by cell density;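 0% = mean cell density of plate MIN control wells and 100% = no cells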
Autophagy HCS cell loss 18 h = second read-out of Autophagy HCS, no call of its own (marks repeat the call); toxicity, %; measured here: cell loss, nuclei count;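 cell loss after 18 h compound exposure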
Numbers without * were called inactive; i = inactive; ? = inconclusive; / = not tested or not shown; + = active, no number.

compound	Autophagy HCS cell loss 18 h	WT yeast gro inh mutant strain	WT yeast gro inh	M17LAP inhibition	Dynein transport nuclear GR-EGFP	Autophagy HCS	MT stabilizer	bCat nuc transl	Dynein transport	Yfh1-depleted yeast	MT stabilizer cytotoxicity %	T cell HTS vesicle-bound %	P. falciparum M1AAP	Dynein transport cell count	MT stabilizer Hoechst-high %	bCat nuc transl cell count 5 µM	T cell HTS	Dynein transport cytoplasmic EGFP
O=C(c1cccc(C(F)(F)F)c1)C1CCCN(C(=O)CN2CCCC2=O)C1 (stereo unspecified)	-7	-5	-1	-11%	-0.27	i	1.3	-0.6	0.0049	i	5.8	24	-1%	1.2	1.4	1009	i	-0.3
Cc1c(C(=O)N/N=C/C(C)C)[nH]c2c([N+](=O)[O-])cccc12	0	12	-1	-3%	-0.12	i	5.9	-0.5	-0.84	i	6.3	58	-1%	0.71	2.9	1129	i	-0.2
O=C(NNC(=O)c1nn(-c2ccc(F)cc2)ccc1=O)c1ccccc1Cl	/	/	/	-1%	-0.2	/	/	-1.9	0.45	i	/	20	-4%	0.27	/	1056	i	-0.29
CCNC(=S)N1CCN(CC(=O)Nc2ccc(OC)cc2)CC1	-8	-1	4	1%	-0.019	i	2.0	-1.0	-0.44	i	4.6	25	3%	0.5	1.2	1065	i	-0.22
Cc1cc(C(=O)COC(=O)c2ccc(N)c([N+](=O)[O-])c2)c(C)n1Cc1ccc2c(c1)OCO2	/	/	/	-2%	1	/	/	-0.8	0.28	i	/	32	7%	-1.2	/	1399	i	-0.0035
CCN(c1ccccc1)c1nc2nonc2nc1NCCO	/	/	/	8%	0.18	/	/	-0.5	0.55	i	/	28	10%	-0.92	/	1394	i	-0.23
CCOC(CNC(=O)CCc1c(C)nc2ncnn2c1C)OCC	-6	8	-10	-3%	0.44	i	5.0	-5.4	0.18	i	7.3	47	1%	0.94	2.0	1056	i	-0.0047
Cc1cc(-n2cnnn2)ccc1C(C)C	-2	6	14	-4%	0.25	i	0.1	0.0	0.025	i	5.7	63	-3%	0.35	3.8	1015	i	-0.33
NNC(=O)[C@H]1C[C@@H]1c1ccccc1	14	27	3	3%	0.14	i	4.4	-0.4	0.14	i	1.0	61	-1%	0.67	2.9	892	i	-0.22
COc1ccc(S(=O)(=O)n2ccnc2)c2cccnc12	-4	3	-3	-4%	0.48	i	1.5	/	0.39	i	3.7	30	4%	-0.8	1.5	/	i	-0.073
CC(=O)c1ccc(N2CCN(c3ccc(C(N)=O)cc3[N+](=O)[O-])CC2)cc1	4	8	-10	-1%	1	i	5.8	0.1	0.75	i	6.8	58	-1%	-0.66	2.3	1415	i	-0.29
CC1CC(Nc2ccccc2)=CC(=O)O1 (stereo unspecified)	5	14	12	-4%	-0.44	i	4.6	0.6	-0.74	i	10	44	6%	2.6	2.7	963	i	-0.28
C=CCOc1ccc(/C=C/C(C)=N\O)cc1	-2	-18	4	-5%	0.074	i	2.9	2.2	0.089	i	5.1	32	5%	-0.03	2.3	1364	i	-0.13
O=C(CCc1ccc(S(=O)(=O)NCCc2ccccc2)cc1)NCc1ccc2c(c1)OCO2	-6	-8	-4	6%	-0.041	i	1.8	/	-0.29	i	7.8	52	4%	0.32	1.9	/	i	-0.12
O=C1C=C(NC(=O)Nc2ccc(Cl)c(Cl)c2)CCC1	7	67*	80*	-8%	1.7	i	3.1	-3.3	2	i	1.1	42	-3%	-1.5	2.1	1140	i	-0.088
Cc1cc(Oc2ccc(=O)n(C)n2)nc(=S)[nH]1	-7	-5	-3	4%	-0.36	i	2.1	-1.0	-0.8	i	7.9	40	2%	0.79	1.9	1538	i	-0.37
N#C/C(=C\C1=C(N2CCOCC2)C(=C/c2cccc([N+](=O)[O-])c2)/CC1)C(=O)Nc1ccccc1F	-3.8*	4	13	-4%	0.52	+	i	2.8	-0.91	?	100	55	8%	0.43	/	595	i	3.6
CCC(C(=O)OCC(=O)Nc1cccc(OC)c1)c1ccccc1 (stereo unspecified)	3	-6	0	-7%	-0.48	i	1.9	-3.1	-0.66	i	5.8	24	1%	1.1	0.6	1136	i	-0.22
Cc1ccc(NC(=O)COC(=O)c2cccnc2)cc1	-2	-6	-22	25%	-0.026	i	1.7	-1.1	-0.12	/	3.6	48	-1%	0.53	1.4	996	i	-0.25
COC(=O)Nc1sc(C(=O)N(C)C)c(C)c1C(=O)OC	-8	4	32	12%	0.46	i	2.1	-1.2	0.18	i	5.6	43	5%	-0.7	2.0	1420	i	-0.097
Cn1c(SCC(=O)C(C)(C)C)nnc1-c1cccnc1	2	9	2	-1%	1.4	i	4.4	-2.5	1.5	i	5.0	37	0%	-1.6	2.3	1189	i	-0.14
O=C(O)/C=C\C(=O)Nc1ccc(N2CCN(c3ccc(F)cc3)CC2)cc1	-9	19	-3	0%	-0.21	i	2.2	0.7	-0.099	i	6.2	37	0%	0.17	2.2	1063	i	-0.37
CC(=O)c1c(N)c(C#N)c(C)n1-c1ccc(Br)cc1	-1	-13	-4	-5%	-0.022	i	3.2	/	0.25	i	3.6	58	2%	-0.2	1.8	/	i	-0.27
O=C(CSc1ccc(-c2cccs2)nn1)Nc1ccccc1F	-11	-10	0	3%	-0.24	i	2.5	0.5	0.53	i	3.0	39	6%	-0.46	1.7	1181	i	-0.055
Cc1cc(C)nc(N(C#N)S(=O)(=O)c2ccccc2Cl)n1	2	4	13	16%	0.9	i	3.9	-3.1	1.8	i	3.5	12	3%	-1.2	1.6	1288	i	-0.19

compound	Autophagy HCS cell loss 18 h	WT yeast gro inh mutant strain	WT yeast gro inh	M17LAP inhibition	Dynein transport nuclear GR-EGFP	Autophagy HCS	MT stabilizer	bCat nuc transl	Dynein transport	Yfh1-depleted yeast	MT stabilizer cytotoxicity %	T cell HTS vesicle-bound %	P. falciparum M1AAP	Dynein transport cell count	MT stabilizer Hoechst-high %	bCat nuc transl cell count 5 µM	T cell HTS	Dynein transport cytoplasmic EGFP
Cc1onc(-c2ccccc2)c1C(=O)NNC(=S)NC(=O)/C=C/c1ccccc1	-2	-32	-43	-1%	0.44	i	1.9	-0.1	-0.011	i	8.4	10	-20%	0.062	3.8	1048	i	-0.25
COc1ccc(S(=O)(=O)N(CC(=O)NCc2cccnc2)C2CCCCC2)cc1OC	/	/	/	4%	0.57	/	/	2.0	0.12	i	/	58	-2%	0.28	/	1339	i	-0.2
Cc1cccc(-c2nnc3sc(-c4ccccc4)nn23)c1	-12	10	3	8%	0.19	i	3.6	-4.8	0.71	i	3.5	58	0%	-0.63	2.1	1233	i	-0.2
CCn1nc(C)c(/C=N/NC(=O)Cn2cncn2)c1C	/	/	/	5%	0.58	/	/	0.9	-0.18	i	/	23	-8%	-0.75	/	1397	i	-0.16
CC(C)NCC(=O)NC12CC3CC(CC(C3)C1)C2	1	3	3	8%	0.27	i	3.1	/	0.38	/	4.6	50	8%	0.69	2.8	/	i	-0.23
CCc1ccccc1N(CC(=O)NCCSCc1ccco1)S(C)(=O)=O	5	12	5	7%	-0.14	i	2.7	-3.0	-0.84	i	4.4	25	0%	0.86	2.5	959	i	-0.43
Cc1nc(C)c(C(=O)NNC(=O)c2ccc(Br)cc2)s1	0	8	-18	5%	0.1	i	2.4	0.4	0.044	i	11	43	5%	0.062	3.7	999	i	-0.25
C#CCOCCOCCOCCNc1nc(N2CCN(C(=O)[C@H](CCC(=O)O)n3cc(C(N)[C@H](C)CC)nn3)CC2)nc(N2CCN(C(=O)[C@H](CCC(=O)O)n3cc(C(N)[C@H](C)CC)nn3)CC2)n1 (stereo partly specified)	-9	-19	-33	0%	-0.11	i	3.5	-5.2	-0.91	i	3.5	30	7%	0.84	1.6	1246	i	0.39
Cc1nnc(NC(=O)c2ccc3c(c2)C(=O)N(CC2CCCO2)C3=O)s1 (stereo unspecified)	13	-12	-5	2%	1.1	i	0.8	-3.5	1.6	i	19	7	8%	0.94	0.3	1137	i	-0.28
CC(NC(=O)CCC1COc2ccccc2O1)c1ccccc1 (stereo unspecified)	-4	-51	2	-3%	-0.012	i	2.1	1.4	-0.25	i	7.1	31	0%	0.14	1.6	1107	i	-0.34
O=C(CN1CCN(S(=O)(=O)c2ccc(Br)cc2)CC1)Nc1ccc2c(c1)OCO2	42	-34	-35	10%	1	i	4.6	-2.1	0.79	i	15	67	10%	-0.79	3.5	1010	i	-0.08
CC1(/[N+]([O-])=C/c2ccc(F)cc2)CCCCC1=O (stereo unspecified)	/	/	/	-8%	0.66	/	/	0.6	0.47	i	/	52	1%	0.47	/	1271	i	-0.23
Cc1ccc2nc(NC(=O)CS(=O)(=O)Cc3ccccc3)sc2c1	/	/	/	-3%	1.1	/	/	0.2	1.9	i	/	41	0%	-1.7	/	1355	i	-0.61
COc1ccccc1N(Cc1cc2cccc(C)c2[nH]c1=O)C(=O)C(C)C	40	/	/	/	0.67	i	2.5	-7.8	1.1	i	14	11	/	-1.6	2.8	953	i	-0.21
